# RGS4 inh – blocks human RGS4-accelerated GTP hydrolysis | P49798 | Transcreener GDP fluorescence polarization, RGS4-accelerated GTP hydrolysis | Potency, µM (series often up to 114 µM), for the others: at the highest dose activity change, negative = inhibition, hits mostly inhibitors | 390,000 tested, 0.039% active; also: potency is read from the fitted curve at half-maximal effect; % is scaled to controls: 0 for no effect and ±100 for the full control effect; nearly all actives have a fitted effect of over 75% in size; some results filed as inactive show a strong effect at the top dose
# Target sequence (P49798 whole entry, looked up): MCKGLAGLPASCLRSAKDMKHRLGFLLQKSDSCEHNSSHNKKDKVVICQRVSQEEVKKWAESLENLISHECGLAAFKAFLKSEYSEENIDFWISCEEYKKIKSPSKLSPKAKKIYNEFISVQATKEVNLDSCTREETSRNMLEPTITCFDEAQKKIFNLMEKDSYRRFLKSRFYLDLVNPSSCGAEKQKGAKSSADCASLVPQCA
#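 MLSMR compounds (23 nl, pin-transferred) preincubated 10 min at room temperature with a 500nM (2x) first reagent, then RGS4 at 900nM (2x) plus Transcreener GDP mix added; fluorescence polarization (620/688 nm) read before and after 90 min at 30 °C.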
# D2 ag – D2 dopamine receptor (human) agonism | P14416 | HEK293 T-REx D2 cells, calcium flux agonist mode | activation, % at 2 µM | 340,000 tested, 0.53% active | AID 485358;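 active = activation over 3 SD above normal in the single-dose calcium agonist read, cut at about 30% in these data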; also: 0% is about no effect
# Target sequence (P14416 whole entry, looked up): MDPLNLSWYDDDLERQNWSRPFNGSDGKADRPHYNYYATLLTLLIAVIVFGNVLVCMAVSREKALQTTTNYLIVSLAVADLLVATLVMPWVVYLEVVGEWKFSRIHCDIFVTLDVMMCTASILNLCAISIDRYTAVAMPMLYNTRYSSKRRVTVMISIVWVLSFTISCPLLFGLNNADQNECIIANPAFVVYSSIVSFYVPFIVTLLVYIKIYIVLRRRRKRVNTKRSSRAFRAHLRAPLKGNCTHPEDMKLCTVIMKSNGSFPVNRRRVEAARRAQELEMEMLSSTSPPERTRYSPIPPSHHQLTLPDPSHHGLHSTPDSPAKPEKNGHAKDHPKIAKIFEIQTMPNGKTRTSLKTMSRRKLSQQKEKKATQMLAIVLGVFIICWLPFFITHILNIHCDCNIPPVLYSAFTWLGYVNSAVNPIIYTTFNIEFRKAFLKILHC
#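 Agonism scored from kinetic calcium signal (1 read/sec, 180 s) following compound pin transfer, after a 10 s baseline. Cells: HEK293 Trex line expressing inducible D2 receptor coupled to calcium, dye-loaded after overnight culture at 30 C.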
# Vif-A3G inh – inhibitors of Vif-APOBEC3G interaction | Potency, µM (titrated, usually from 46.1 µM), for inactives: at the highest dose activity, negative = active, actives largely listed as inhibitors | AID 602310 | HeLa A3G-eYFP + Vif (tagged APOBEC3G with the HIV-1 protein that degrades it), YFP fluorescence, overnight | 410,000 tested, 0.076% active | Q9HC16;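 also: potency is read from the fitted curve at half-maximal effect; % is scaled to controls: 0 for no effect and ±100 for the full control effect; nearly all actives have a fitted effect of over 60% in size; hits raise eYFP signal because A3G escapes Vif-driven loss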
# Target sequence (Q9HC16 whole entry, looked up): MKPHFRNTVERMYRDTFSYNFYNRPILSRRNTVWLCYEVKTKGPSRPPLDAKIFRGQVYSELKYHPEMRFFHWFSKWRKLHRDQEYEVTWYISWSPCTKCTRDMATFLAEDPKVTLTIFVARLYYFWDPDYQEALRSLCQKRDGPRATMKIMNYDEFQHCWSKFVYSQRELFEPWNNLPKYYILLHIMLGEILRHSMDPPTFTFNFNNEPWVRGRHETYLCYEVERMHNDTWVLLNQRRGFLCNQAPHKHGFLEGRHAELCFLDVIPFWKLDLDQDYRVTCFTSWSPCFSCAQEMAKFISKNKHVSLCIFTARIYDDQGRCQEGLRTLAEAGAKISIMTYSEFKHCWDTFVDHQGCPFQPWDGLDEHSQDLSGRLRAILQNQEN
#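 HeLa cells stably expressing Vif and C-terminally eYFP-tagged A3G, seeded overnight at 37 deg C, then exposed to compound by pintool overnight at 37 deg C. Rise in yellow fluorescence (Ex 488/Em 500-530, Acumen) marks blocked Vif-driven A3G degradation.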
# D2 antag – D2 dopamine receptor (human) antagonism; P14416; HEK293 TREx D2 cells, calcium flux, dopamine EC80; inhibition, % at 10 µM; 340,000 tested, 2% active; AID 485344; in the data active = inhibition above about 30%; also: 0% is about no effect
#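 Calcium flux kinetic readout in an inducible HEK293 TREx D2 line plated overnight at 30 C. After 180 s compound exposure, an EC80 dopamine challenge follows with another 180 s kinetic read to detect antagonism.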
# ALOX12 inh – inhibitors of human 12S-lipoxygenase ALOX12 | Potency, µM (doses to about 108 µM), for the others: at the highest dose activity change, negative = inhibition, hits mostly inhibitors | purified 12hLO, xylenol orange hydroperoxide absorbance | 580,000 tested, 1.1% active; also: potency is read from the fitted curve at half-maximal effect; % is scaled to controls: 0 for no effect and ±100 for the full control effect
#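 Hydroperoxide product was detected by ferrous iron/xylenol orange as the 573 to 405 nm absorbance ratio. Arachidonic acid at 40 uM (final) was turned over for 30 min at room temperature by 150 nM human 12hLO, pH 7.0 Hepes buffer, after 15 min compound preincubation.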
# Glioma ERSR ind – ER stress response induction in glioma | Potency, µM, inactives show at the highest dose activation, most hits filed as activators | U87-MG GRP78 promoter luciferase reporter, 16 h | 420,000 tested, 0.02% active; also: potency is read from the fitted curve at half-maximal effect; series mostly up to about 76 µM; % of control where 0% means no effect; nearly all actives have a fitted effect of over 35% in size
#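 Stably transfected U87-MG human glioma cells carrying a GRP78-based luminescent sensor were seeded at 1000 cells/well, pin-dosed with compounds and incubated 16 h. Luciferase reagent was then added, and end-point luminescence was read after 10 min at room temperature.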
# Vif-APOBEC3F blk – Vif-A3F binding inhibition; HeLa A3F-eYFP + Vif (tagged APOBEC3F with the HIV-1 protein that degrades it), YFP fluorescence increase; Potency, µM (doses to about 46.1 µM), without a hit: top-dose activity, negative = active; 390,000 tested, 0.2% active; also: potency is read from the fitted curve at half-maximal effect; % of control where 0% means no effect; nearly all actives have a fitted effect of over 65% in size
#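 HeLa cells stably expressing A3F-eYFP plus Vif, plated and incubated overnight at 37 deg C, then exposed to compounds overnight at 37 deg C. Blocked degradation read as raised yellow fluorescence (Ex 488/Em 500-530).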
# ERG-DNA inh – ERG Ets/DNA interaction inhibition | P11308 | fluorescence polarization, His-ERG Ets domain / labelled DNA | Potency, µM (series often up to 76.9 µM), for the others: top-dose FP activity, negative = inhibition, usual class: inhibitors | AID 624246 | 370,000 tested, 0.028% active; active = well fitted inhibition curve with a large enough effect in the polarisation, with a control signal flat; inconclusive = small, poorly fitted or top-dose-only effect, or effect the other way, or a change in a side signal; inactive = no such curve, though single readings can be large or run the other way; the % refers to the polarisation;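 also: polarization taken with two DNA probes labelled with fluorescein and Texas red; potency is read from the fitted curve at half-maximal effect; % of control where 0% means no effect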
#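 His-tagged ERG Ets domain (1 uM in the protein solution; 300mM KCl, 50mM Tris-HCl, 1mM EDTA, 1mM DTT, pH 7.5) received compound, then a probe mix of 5 nM fluorescein-DNA and 100nM Texas-615-DNA. Fluorescence polarization was read for both dyes.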
# LDHA block – inhibitors of human lactate dehydrogenase A | activity change, % (values are at about 110 or 230 µM) | 480,000 tested, 0.15% active | P00338 | purified LDHA, NADH/diaphorase-resazurin fluorescence; stronger effect = lower value; in the data active = activity change below about -30%; inconclusive = mostly about -25% to -30%;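 also: plate controls were DMSO wells for no effect and wells without enzyme for full effect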
#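 Enzyme activity of human lactate dehydrogenase 5 (2 nM; 0.06 mM NADH, 0.2 mM pyruvate, 5 min, RT) is measured via a resazurin/diaphorase fluorescence readout of residual NADH.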
# * = called active by the depositor; ? = inconclusive; · = no result given; & = joins results of further samples; [ ] = another dose, or the depositor's remark. Unless noted, calls follow the shape of the dose curve; as a rule, active = well fitted curve in the direction sought with a large enough effect; inconclusive = small, poorly fitted or top-dose-only effect, or another doubt; inactive = no such curve, though single readings can be large; an effect the other way counts as inactive or inconclusive. The list is partial, so the mix of outcomes need not match the whole.
SMILES,RGS4 inh,D2 ag,Vif-A3G inh,D2 antag,ALOX12 inh,Glioma ERSR ind,Vif-APOBEC3F blk,ERG-DNA inh,LDHA block
CC(C)(C)c1ccc(/C=C/C(=O)NC2=NCCS2)cc1,-25%,-0.1,-5%,14,4%,-8%,8%,9%,-1
O=C(Cc1ccc(NC(=O)C2CCCN(C(=O)C3CCC3)C2)cc1)Nc1cccc(C(=O)N2CCCC2)c1 (stereo not given),-14%,·,4%,·,0%,-1%,4%,5%,1
COc1ccc(C)cc1N(CC(=O)N1CCCCCC1)S(C)(=O)=O,-16%,-0.1,3%,6,24%,-3%,13%,0%,-6
O=C(CNCc1ccc(Cl)cc1)Nc1ccc(C(=O)N2CCCCCC2)cc1,8%,0.5,-2%,-8,?,-1%,22%,6%,-19
Cn1c(=O)c(N)c2c3c(c(Br)ccc31)C(=O)c1ccccc1-2,-25%,·,-26%,·,-15%,-7%,?,?,0
CC(=O)Oc1cc(O)c2c(c1)OC(c1ccc(OC(C)=O)c(OC(C)=O)c1)C(OC(C)=O)C2=O (stereo not given),2%,0.5,0%,27,-11%,-1%,1%,6%,1
CC(=O)Nc1nonc1-c1nc2ccccc2n1CCC#N,-5%,0.4,3%,-16,0%,-1%,4%,·,-5
O=C(C1CCCN(S(=O)(=O)c2cc(Cl)ccc2Cl)C1)N1CCCC1 (stereo not given),?,·,-6%,·,442%[activator],-3%,3%,-5%,-9
O=C(c1ccccc1Cl)N1CCCC(c2nc3c(nnn3Cc3ccc(F)cc3F)c(=O)[nH]2)C1 (stereo not given),21%,·,0%,·,?,1%,-19%,-2%,9&-9
Cc1sc2ncn(CC(=O)N3CCN(c4ccc(F)cc4)CC3)c(=O)c2c1S(=O)(=O)N1CCN(c2ncccn2)CC1,3%,0.6,0%,·,-20%,1%,2%,0%,-5
Cc1c2n(c3ccccc13)CCC2=O,5%,-0.5,0%,6,·,0%,1%,-7%,-2
COc1cc(/C=C/C(=O)N(Cc2ccccc2)c2ccccn2)cc(OC)c1OC,-3%,-0.7,-2%,-6,1%,-2%,5%,-2%,-10
COC(=O)c1ccc(NC(=O)CN2C(=O)NC3(CCC(C)CC3)C2=O)cc1 (stereo not given),13%,·,-6%,·,15%,-6%,-10%,-14%,-11
Cc1cc(=O)[nH]c(NC(=O)Cc2ccccc2)n1,17%,·,2%,·,1%,-6%,-6%,5%,-2
COc1cc2c(-c3ccccc3C)nc3c(c(C)nn3-c3ccccc3)c2cc1OC,0%,6.7,-3%,·,-18%,-3%,3%,1%,-2
CCc1nc(NCc2ccc3c(c2)OCO3)c2oc3ccccc3c2n1,-24%,-0.4,0%,17,?,4%,3%,-2%,0
CC(=O)c1c(C)[nH]c(-c2ccccc2)nc1=S,-44%,-0.1,-6%,-7,17%,-2%,-4%,7%,-3
CN(C)/C=C/C(=O)Oc1ccc(Cl)cc1Cl,?,-0.2,2%,7,4%,17%,-12%,4%,-2
CSc1nc2ccc(NS(=O)(=O)c3ccc(Cl)s3)cc2s1,-5%,-0.2,-1%,-22,-33%,1%,-4%,-4%,0
COc1ccc(OCCNC(=O)C(c2ccccc2)c2ccccc2)cc1,6%,-0.3,0%,6,-11%,-2%,0%,-5%,-2
Cc1cc(C)cc(NC(=O)CSc2nc3nccnc3c(=O)n2CCc2c[nH]c3ccccc23)c1,8%,0.0,6%,·,-8%,1%,8%,-5%,-18
CC(OC(=O)c1nc(Cl)ccc1Cl)C(=O)NCc1ccccc1 (stereo not given),·,·,0%,·,5%,-5%,-2%,·,-1
O=C(COC(=O)c1cc([N+](=O)[O-])ccc1NCc1ccccc1)NC1CCCCC1,12%,0.3,-1%,-9,-14%,0%,-4%,-3%,-14
Cc1ccccc1NS(=O)(=O)c1ccc(OCC(=O)NCc2cccnc2)cc1,-35%,0.2,-7%,8,-8%,-3%,-3%,-3%,-4
COc1ccc(NC(C)=[N+](C)CCNS(=O)(=O)c2ccc(Cl)cc2)cc1,-21%,0.1,1%,3,?,0%,0%,1%,-1

# More entries:
SMILES,RGS4 inh,D2 ag,Vif-A3G inh,D2 antag,ALOX12 inh,Glioma ERSR ind,Vif-APOBEC3F blk,ERG-DNA inh,LDHA block
Cc1cccc(CSc2nc(=O)c3c(n2C)NC(=O)CC3c2cccc(O)c2)c1 (stereo not given),-7%,·,-7%,·,8%,-2%,0%,-1%,-10
COc1ccccc1CNC(=O)C1CCN(S(=O)(=O)c2ccc3c(c2)CC(C)N3C(=O)C2CC2)CC1 (stereo not given),6%,0.0,0%,8,-10%,-1%,-17%,-4%,-3
Cc1cc(C(=O)N2CCCc3ccccc32)no1,-15%,-0.2,-1%,19,2%,-4%,-4%,-7%,-4
CCOC(=O)c1cc2c(nc1N)CC(C)(C)OC2,2%,0.2,1%,-18,450%[activator],0%,0%,0%,-2
OC[C@@H]1CN(Cc2ccc(Cl)cc2)C[C@H](n2cnc3c(N4CCCC4)ncnc32)O1,·,·,-2%,·,7%,-2%,·,·,-6
COC(=O)[C@H](Cc1ccccc1)NC(=O)N1CC(C)OC(C)C1 (stereo not given in full),-9%,1.0,-4%,-9,2%,-3%,-9%,-3%,0
CCC(C)NC(=O)c1sc2nc(C)c(C(=O)Nc3ccc(C)cc3C)c(-c3ccc(NC(C)=O)cc3)c2c1N (stereo not given),-9%,-0.8,2%,·,6%,-4%,2%,-8%,0
Cc1cc(/C=N/NC(=O)c2ccccn2)c(C)n1-c1cccc([N+](=O)[O-])c1,-41%,-1.0,3%,3,-4%,1%,5%,3%,3
CCOc1ncccc1C(=O)Nc1ccc(Cl)cc1,-60%[56.9 µM],0.3,-1%,-13,2%,-4%,-6%,1%,0
C=CCNC(=O)/C(=C\c1ccc(Br)cc1)NC(=O)c1ccccc1OC,-20%,5.9,-3%,-3,12%,-8%,-1%,-10%,-6
Cc1cnc(CNC(=O)c2ccc3oc(C(C)C)nc3c2)[nH]1,38%,0.4,0%,-3,-5%,2%,3%,-14%,-4
CC1(C(=O)NCc2cccs2)Cc2c(-c3cccc(C(F)(F)F)c3)ccnc2O1 (stereo not given),·,·,?,·,-25%,-4%,·,·,-2
COc1ccc(C(=O)NCc2nnc(SCC(=O)Nc3cccc(OC)c3)o2)cc1,13%,0.0,1%,6,14%,-2%,-1%,14%,-6
N#Cc1cnc2ncnn2c1-c1ccccc1,7%,0.0,0%,-18,-13%,-4%,-2%,7%,-2
COc1cc(NC(=O)COc2ccccc2[N+](=O)[O-])ccc1NC(=O)c1cccs1,-44%,-0.5,?,-14,1%,-8%,0%,4%,-15
Cc1cccc(C)c1OC(=O)CSc1nnc(-c2ccccc2O)o1,19%,·,4%,·,18%,-2%,-2%,-1%,-2
Cc1noc(C)c1S(=O)(=O)N(C)C[C@H]1OCc2cnnn2CCCC(=O)N([C@@H](C)CO)C[C@H]1C,·,·,-5%,·,-6%,?,-1%,·,-13
CC(C)CC(=O)NC(c1ccccc1Cl)c1c(O)ccc2ccccc12 (stereo not given),9%,-0.9,-1%,-6,-22%,-1%,0%,-3%,-1
Cc1nc(C(=O)O)cc2c1[nH]c1ccccc12,-12%,1.0,1%,-1,?,-1%,7%,8%,8
O=C(COc1ccc(Cl)cc1Br)Nc1ccncc1,18%,-0.3,-2%,-37,19%,2%,-30%,6%,-10
CCOC(=O)c1c(-c2ccc(OC)c(OC)c2)csc1NC(=O)c1ccc(F)cc1,21%,·,6%,·,-13%,-1%,1%,-10%,-1

# Results in RGS4 inh and Glioma ERSR ind, for 5 of the compounds above:
mol | RGS4 inh | Glioma ERSR ind
C=CCNC(=O)/C(=C\c1ccc(Br)cc1)NC(=O)c1ccccc1OC | -20% | -8%
Cc1cnc(CNC(=O)c2ccc3oc(C(C)C)nc3c2)[nH]1 | 38% | 2%
CC1(C(=O)NCc2cccs2)Cc2c(-c3cccc(C(F)(F)F)c3)ccnc2O1 (stereo not given) | · | -4%
COc1ccc(C(=O)NCc2nnc(SCC(=O)Nc3cccc(OC)c3)o2)cc1 | 13% | -2%
N#Cc1cnc2ncnn2c1-c1ccccc1 | 7% | -4%

# Profiles, quoted from the list:
# C=CCNC(=O)/C(=C\c1ccc(Br)cc1)NC(=O)c1ccccc1OC in the list: RGS4 inh = -20%; D2 ag = 5.9; Vif-A3G inh = -3%; D2 antag = -3; ALOX12 inh = 12%; Glioma ERSR ind = -8%; Vif-APOBEC3F blk = -1%; ERG-DNA inh = -10%; LDHA block = -6
# CCOC(=O)c1c(-c2ccc(OC)c(OC)c2)csc1NC(=O)c1ccc(F)cc1 in the list: RGS4 inh = 21%; D2 ag = ·; Vif-A3G inh = 6%; D2 antag = ·; ALOX12 inh = -13%; Glioma ERSR ind = -1%; Vif-APOBEC3F blk = 1%; ERG-DNA inh = -10%; LDHA block = -1

# Screening data: PubChem, National Center for Advancing Translational Sciences (NCATS)
